GPT2 inhibitor = Primary qHTS assay for inhibitors of Glutamate pyruvate transaminase 2 (GPT2). Alanine aminotransferase 2 (Homo sapiens), Q8TD30. actives 0.25% (n = 100,000). Recombinant GPT2, coupled pyruvate oxidase/HRP Amplex Red fluorescence. AID 1671188, 2021. Potency, µM (doses to about 57.7 µM), inactives show top-dose activity change, negative = inhibition, usual class: inhibitors; note: potency is the fitted concentration of half-maximal effect; nearly all actives have a fitted effect of over 60% in size; many of its hits are not listed in these tables
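Inhibition is scored from Amplex Red fluorescence generated when pyruvate oxidase and HRP act on pyruvate released by GPT2. Reactions contain 10ng/uL enzyme, 250uM a-KG and 2mM L-alanine and run 30 min at room temperature.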
SNCA expr inh = Primary qHTS assay for inhibitors of alpha-synuclein gene (SNCA) expression. HEK-293 SNCA-luciferase knock-in, luminescence, 24 h. actives 0.17% (n = 140,000). AID 1671194, 2021. Potency, µM (doses to about 57.2 µM), for the others: top-dose activity change, negative = inhibition, actives largely listed as inhibitors;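 note: potency is the fitted concentration of half-maximal effect; plate controls were DMSO cells for no effect and cell-free wells for full effect; nearly all actives have a fitted effect of over 45% in size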
IP6K1 inh = Primary qHTS assay for small molecule inhibitors of Inositol hexaphosphate kinase 1 (IP6K1). Inositol hexakisphosphate kinase 1 (Homo sapiens), Q92551. actives 0.81% (n = 140,000). IP6K1 kinase, ADP-Glo luminescence, 2 h; hits give low values. activity change, % (series mostly up to about 58 µM); in the data active = activity change below about -25%
Target sequence (Q92551 whole entry, looked up): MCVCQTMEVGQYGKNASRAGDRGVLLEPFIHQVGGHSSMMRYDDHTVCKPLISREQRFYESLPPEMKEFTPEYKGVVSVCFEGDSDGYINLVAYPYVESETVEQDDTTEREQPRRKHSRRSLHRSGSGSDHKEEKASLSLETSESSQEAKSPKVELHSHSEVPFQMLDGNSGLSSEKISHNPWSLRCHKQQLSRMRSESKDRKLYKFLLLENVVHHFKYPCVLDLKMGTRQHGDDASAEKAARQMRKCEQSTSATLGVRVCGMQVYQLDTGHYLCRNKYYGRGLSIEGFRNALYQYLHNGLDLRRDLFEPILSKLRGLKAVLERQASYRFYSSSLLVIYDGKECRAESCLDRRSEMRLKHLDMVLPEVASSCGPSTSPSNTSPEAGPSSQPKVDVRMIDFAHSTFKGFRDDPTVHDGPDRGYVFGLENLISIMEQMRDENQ
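ADP-Glo luminescence measures ADP made by human IP6K1 during a 2 h RT reaction with ATP/IP6 (mix at 1.3 mM/130 uM); top library doses 57.5 and 19.1 uM final.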
Luciferase inh = Firefly luciferase inhibition profiling of diverse chemical library using quantitative high-throughput screening; purified P. pyralis luciferase, luminescence, biochemical; AID 1347043, 2019; Potency, µM (top dose mostly 115 µM), without a hit: top-dose activity change, negative = inhibition, actives largely listed as inhibitors; actives 2.5% (n = 76,000); Luciferin 4-monooxygenase (Photinus pyralis), P08659; note: potency is the fitted concentration of half-maximal effect; nearly all actives have a fitted effect of over 65% in size
Target sequence (P08659 whole entry, looked up): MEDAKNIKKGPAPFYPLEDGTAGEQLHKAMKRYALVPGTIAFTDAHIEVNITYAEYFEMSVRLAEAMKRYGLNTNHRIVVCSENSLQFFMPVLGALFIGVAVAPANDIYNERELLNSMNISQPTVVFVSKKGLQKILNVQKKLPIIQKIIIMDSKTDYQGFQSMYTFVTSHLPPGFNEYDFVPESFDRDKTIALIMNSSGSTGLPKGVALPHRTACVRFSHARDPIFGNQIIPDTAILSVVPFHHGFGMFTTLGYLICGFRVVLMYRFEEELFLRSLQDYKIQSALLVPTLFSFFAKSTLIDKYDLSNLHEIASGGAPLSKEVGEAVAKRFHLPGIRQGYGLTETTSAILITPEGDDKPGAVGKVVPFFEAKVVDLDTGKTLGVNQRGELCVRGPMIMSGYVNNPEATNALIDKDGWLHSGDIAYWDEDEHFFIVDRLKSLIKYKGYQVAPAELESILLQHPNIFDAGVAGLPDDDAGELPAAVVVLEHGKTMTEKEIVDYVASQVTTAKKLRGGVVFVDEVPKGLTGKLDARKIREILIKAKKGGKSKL
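Luminescence read by CCD imaging after purified firefly luciferase (10nM final) was added to substrate buffer holding 10uM D-luciferin and 10uM ATP, pH 7.5, pre-dosed with compound.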
HEK cytotox = Cytotoxic Profiling in HEK 293 Cell Line of Diverse Libraries Using Quantitative High-Throughput Screening; actives 6.6% (n = 94,000); AID 1345083, 2018; HEK 293 viability, ATP luminescence (CellTiter-Glo), 48-72 h; Potency, µM (highest dose often 115 µM), for inactives: top-dose activity change, negative = cytotoxicity, most hits filed as inhibitors; note: potency is the fitted concentration of half-maximal effect; nearly all actives have a fitted effect of over 60% in size
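Cytotoxicity was scored by loss of ATP-coupled luminescence (CellTiter-Glo) in HEK 293 cells. Compound treatment ran 48 or 72 hr at 37 degree Celsius, 5% CO2, 95% humidity.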
NIH3T3 tox = Cytotoxic Profiling in NIH 3T3 Cell Line of Diverse Libraries Using Quantitative High-Throughput Screening | NIH 3T3 viability, CellTiter-Glo ATP luminescence, 48-72 h | actives 4.3% (n = 94,000) | AID 1345082, 2018 | Potency, µM (top dose mostly 96.7 µM), for the others: top-dose activity change, negative = cytotoxicity, hits mostly inhibitors; note: potency is the fitted concentration of half-maximal effect; nearly all actives have a fitted effect of over 55% in size
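Viability of NIH 3T3 cells after 48 or 72 hr compound treatment at 37 °C was assessed by CellTiter-Glo, with luminescence imaged following a 10 min room-temperature step.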
HEK293 viab = GF-AFC viability counterscreen for inhibitors of alpha-synuclein gene (SNCA) expression; HEK-293-SNCA-luc viability, GF-AFC fluorescence, 24 h; Potency, µM (titrated, usually from 57.1 µM), for the others: top-dose activity change, negative = cytotoxicity, hits mostly cytotoxic; actives 0.12% (n = 150,000); AID 1671193, 2021;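 note: potency is the fitted concentration of half-maximal effect; 0% = DMSO-treated cells and -100% = medium-only wells without cells; nearly all actives have a fitted effect of over 30% in size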
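HEK-293-SNCA-luc cells (1500/well) plated 24 h, then exposed 24 h to a dilution series; GF-AFC added 30 min at 37C, fluorescence 405/540 nm; normalised to medium-only and DMSO wells, Hill fit.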
An asterisk follows results filed as active; i = inactive; ? = inconclusive; . = not tested or not shown; & = joins results of further samples; [ ] = dose if it differs, or a comment. Unless noted, calls come from the whole dose curve; as a rule, active = well fitted curve in the direction sought with a large enough effect; inconclusive = small, poorly fitted or top-dose-only effect, or another doubt; inactive = no such curve, though single readings can be large; an effect the other way counts as inactive or inconclusive. Unless noted, % is set by controls: 0 for no effect and ±100 for the full control effect. Not all compounds are listed; rates above refer to the full screens.

SMILES | GPT2 inhibitor | SNCA expr inh | IP6K1 inh | Luciferase inh | HEK cytotox | NIH3T3 tox | HEK293 viab
Cc1ccc2nc(C3CCN(Cc4cccc(-c5cccnc5)c4)CC3)[nH]c(=O)c2c1 | -3%&-9% | 12%&-3% | -2&-3 | -4% | ? | -33%&-2% | -3%&7%
CC(=O)c1cccc(NC(=O)CN2C(=O)NC3(CCCCC3)C2=O)c1 | 2% | ? | -3 | 4% | -3% | -18% | -7%
O=C1NCC(=O)N2CCN(C(=O)c3cnnn3-c3ccccc3)CC12 (centres undefined) | 1% | -12% | 2 | 0% | 1% | -4% | -5%
COc1ccc(C2(C(=O)NC3CCc4nnc(C)n4CC3)CC2)cc1 (centres undefined) | i | 1% | -11 | 0% | i | -1% | 4%
COc1cccc(NC(=O)CSC2=Nc3ccccc3C3=NC(CC(=O)NCc4ccccc4OC)C(=O)N23)c1 (centres undefined) | . | 23% | 15 | . | . | . | ?
CCc1noc(-c2cn(C3CCN(C(=O)c4ccc(OC)c(F)c4)C3)nn2)n1 (centres undefined) | -13% | 3% | 12 | 11% | -12% | -20% | 2%
COCCNC(=O)C(C)[C@@H]1CCc2c(C)cc(OCCOC)c(C)c2[C@@H]1O (some centres undefined) | 3%[88.5 µM] | 0%[87.6 µM] | 0 | 10%[172 µM] | 2%[172 µM] | -3%[138 µM] | 2%[87.6 µM]
O=C1Cc2c(-c3cccc4ccccc34)n[nH]c2CN1Cc1ccccn1 | -6%[88.5 µM] | -8%[87.6 µM] | 2 | -11%[172 µM] | ? | ? | -6%[87.6 µM]
CCN(C1CCOCC1)C1CN(C(=O)c2ccccn2)C1 | i | 35%[activator] | -3 | 0% | -6% | i | -3%
CC(C)OCCCNC(=O)CN1C(=O)c2ccccc2Sc2ncccc21 | . | 14% | 5 | . | . | . | 5%
Cc1cnc(C(=O)N2C[C@@H](Oc3ccccc3)C[C@H]2C(=O)N2CCCC2)cn1 | i | 16% | 11 | -16% | -1% | -33% | 6%
COCC(=O)N1CCNC[C@H]1C(=O)N[C@@H](Cc1ccc(OC)cc1)C(=O)OC | 0%[88.5 µM] | -8%[87.6 µM] | 0 | 2%[172 µM] | -19%[172 µM] | -6%[174 µM] | -1%[87.6 µM]
COC(=O)[C@@H]1Cc2ncn(Cc3ccc(Cl)cc3)c2CN1C(=O)c1ccco1 | -11%[88.5 µM] | 5%[87.6 µM] | 0 | -3%[172 µM] | ? | ? | -13%[87.6 µM]
O=C1CC(c2ccccc2)N(C(=O)CNC(=O)c2cccs2)CCCCCN1 (centres undefined) | -15% | 1% | -10 | 2% | 0% | -12% | -2%
CCN(CC)c1ccc(NC(=O)c2cc(C)nc3c2c(C)nn3-c2ccc(C)cc2)c(C)c1 | . | -16% | 37 | . | . | . | -3%
COc1ccc(S(=O)(=O)NC[C@H]2Cn3c(-c4ccc(F)cc4)cnc3CO2)cc1 | -6%[88.5 µM] | -1%[87.6 µM] | 9 | 7%[172 µM] | ? | ? | -9%[87.6 µM]
c1cn(C2CCSC2)c(-c2cc3n(n2)CCNC3)n1 (centres undefined) | ? | 11% | 1 | -5% | -6% | 0% | -11%
Cc1cc(C)c(NC(=O)C2CCN(S(=O)(=O)c3c(C)noc3/C=C/c3ccccc3F)CC2)c(C)c1 | . | -2% | -5 | . | . | . | -2%
COc1ccccc1-c1nnc([C@H]2CCN(C3CCOCC3)C2)o1 | -12%[88.5 µM] | 11%[87.6 µM] | -7 | -1%[172 µM] | i | i | -3%[87.6 µM]
Cc1cc2cc(-c3c(C)noc3C)nc(-c3ccc(CO)cc3)c2o1 | ? | 63%[activator][87.6 µM] | -18 | 4%[172 µM] | ? | 28µM* | 4%[87.6 µM]
Cc1ccc(S(=O)(=O)N2CCc3cc(C(=O)NCCc4ccccc4)ccc32)cc1 | . | 15% | 7 | . | . | . | 7%
O=S(=O)(C1CC1)N1CCn2c(nnc2-c2cncc(Br)c2)C1 | -6% | 33%[activator] | -5 | . | 3% | 0% | -1%
COCC(=O)NC[C@@H]1C=C(C)[C@H](CC(=O)N2CCN(C(C)=O)CC2)C[C@H]1C(C)C | 1%[88.5 µM] | 10%[87.6 µM] | -11 | -3%[172 µM] | -7%[172 µM] | -22%[138 µM] | -9%[87.6 µM]
CSc1nc(C)cc(Nc2c(C)cc(C)cc2C)n1 | . | -33% | -11 | . | . | . | -12%
O=C(Nc1ccc(Cl)cc1)C1CCN(C(=O)c2ncn3c2COC(c2ccc(F)cc2)C3)CC1 (centres undefined) | i | 7% | -1 | 22µM* | -27% | -7% | 3%

Remaining list, next part
SMILES | GPT2 inhibitor | SNCA expr inh | IP6K1 inh | Luciferase inh | HEK cytotox | NIH3T3 tox | HEK293 viab
O[C@@H]1C[C@@H](c2nc(-c3ccc4c(c3)OCO4)no2)N(C2CCOCC2)C1 | i | 11%[87.6 µM] | -1 | -24%[172 µM] | -13%[172 µM] | -11%[174 µM] | -5%[87.6 µM]
Cc1noc([C@@H]2CN(C(=O)CCc3ccccc3)C[C@H]2CO)n1 | -36% | 19% | -2 | -12% | -17% | -12% | 1%
Cc1cc(C)cc(-n2c(SCC(=O)NCC3CCCO3)nc3c([nH]c4ccccc43)c2=O)c1 (centres undefined) | . | 0% | -7 | . | . | . | -6%
CC1(C)[C@H](Cc2cc(CN3CCOCC3)on2)C[C@@H]1NCc1ccc(CO)o1 | i | -11%[87.6 µM] | -3 | 10%[172 µM] | i | i | 0%[87.6 µM]
O=C(NCCc1nc(-c2cccnc2)no1)c1coc2c1C(=O)CCC2 | 1% | -15% | 14 | -5% | ? | ? | -5%
Fc1ccc(CN2CCOC[C@H]2c2ncc(-c3ccc(F)cc3F)[nH]2)cc1 | 3%[88.5 µM] | -11%[87.6 µM] | 10 | -1%[172 µM] | 79µM* | ? | -5%[87.6 µM]
C[C@H]1CCCN1C(=O)c1nnc(COc2ccc(Cl)cc2)n1-c1ccccc1 | -5%[88.5 µM] | ? | -6 | -4%[172 µM] | 79µM* | 3.2µM* | ?
COc1ccc(C(=O)N[C@@H]2CN(C(=O)NC3CCCCC3)CCC[C@H]2O)cc1 | -7%[88.5 µM] | 4%[87.6 µM] | -13 | -5%[172 µM] | -14%[172 µM] | ? | -27%[87.6 µM]
O=C(NC1CC(c2nnc(CO)n2C2CC2)C1)c1n[nH]c2c1COCC2 (centres undefined) | i | -16% | 1 | 5% | -1% | -1% | -5%
O=C(c1ccc(Cl)cc1)N1CCC2(CC1)C(=O)NCN2CCc1ccccc1 | 4% | 5% | -2 | . | -16% | -8% | -6%
O=C(c1ccoc1)N1CC[C@@H]2COCCN(Cc3ccccc3)[C@@H]2C1 | i | 55%[activator] | 15 | ? | -2% | 2% | -5%
COc1ccc(-c2nc3c(c(=O)[nH]2)CCN(C(=O)Nc2ccc(C)cc2C)C3)cc1 | i | -6% | 15 | -4% | 5% | i | -9%
COc1cc(=O)n2c(c1C(=O)Nc1ccc(F)cc1F)CCCC2 | i | 7% | 25 | -12% | 7% | i | 4%
CC1Oc2ccc(NC(=O)c3cccs3)cc2CN(CCc2ccc(F)cc2)C1=O (centres undefined) | 4% | -14% | -4 | -6% | ? | -29% | -14%
Cc1cc(C)c(CNC(=O)c2nc(-c3ccc(CO)cc3)cc3c2ccn3C(C)C)c(=O)[nH]1 | -7% | -21% | -6 | 5% | 79µM* | ? | -8%
Cc1ccc(C(=O)N2CC[C@H](CO)[C@H](N(C)C)C2)s1 | -1% | ? | -3 | -8% | -4% | -8% | 5%[12.5 µM]
Cc1nn(C(=O)CCC(=O)N2CCC(CCOc3ccccc3)C2)c2ccccc12 (centres undefined) | i | -23% | 10 | -5% | ? | ? | 6%
CCOc1ccc(-c2nonc2NC(=O)c2oc3cc(C)ccc3c2C)cc1 | . | -7% | 9 | . | . | . | 6%
Cc1cc(C)c(S(=O)(=O)Nc2cccc(-c3cn4ccccc4n3)c2)c(C)c1 | . | 98%[activator] | 20 | . | . | . | -22%
COCc1nncn1C1CCN(S(=O)(=O)c2ccc(C)cc2C)CC1 | ? | 4% | -2 | -9% | -18% | ? | 4%
CCNC(=O)C1CCN(C(=O)N2CC3CC(C2)[C@H]2CCCC(=O)N2C3)CC1 (some centres undefined) | -7% | 13% | 10 | 4% | ? | i | 0%
O=C(c1cccnc1)N1C[C@@H]2OCC(=O)N(Cc3ccccn3)[C@@H]2C1 | i | -23%[87.6 µM] | -5 | -8%[172 µM] | -15%[172 µM] | -1%[174 µM] | 4%[87.6 µM]
O=C(Cc1ccc(F)cc1)NCCNC(=O)c1cccc(-c2ccc(C(F)(F)F)cc2)c1 | -9% | -5% | -6 | . | 28µM* | -27% | -4%
COCc1nnc2n1CCC(NC(=O)c1cnn(C)c1)CC2 (centres undefined) | -10% | 1% | -9 | -11% | 4% | i | 7%
COCCN1C(=O)CS(=O)(=O)C12CCN(C(=O)C1(c3ccc(OC)cc3)CC1)CC2 | i | -1% | -5 | 3% | -18% | ? | 7%
COc1ccc(S(=O)(=O)N2CC(C(=O)NC3CCCCC3)C3(CCOCC3)C2)cc1 (centres undefined) | 0% | 45%[activator] | 8 | -1% | -9% | 3% | -5%
CCOC(=O)c1ccc(NC(=O)Cn2cnc3sc(C(=O)OCC)c(C)c3c2=O)cc1 | . | ? | 2 | . | . | . | 3%
O=C(c1cnccn1)N1CCc2onc(C(c3ccccc3)c3ccccc3)c2C1 | i | 44%[activator] | 39 | ? | -9% | -6% | -3%
COc1cc(CN2CCCC(COc3ccccc3C(=O)N3CCCC3)C2)ccc1O (centres undefined) | 1% | -9% | -7 | 11% | 1% | i | -1%
CC(=O)OCc1cc(=O)n2nc(C3CCCCC3)sc2n1 | . | 46% | 7 | . | . | . | -3%

Grouped by structure: the compounds so far with a Cl atom
SMILES | GPT2 inhibitor | SNCA expr inh | IP6K1 inh | Luciferase inh | HEK cytotox | NIH3T3 tox | HEK293 viab
COC(=O)[C@@H]1Cc2ncn(Cc3ccc(Cl)cc3)c2CN1C(=O)c1ccco1 | -11%[88.5 µM] | 5%[87.6 µM] | 0 | -3%[172 µM] | ? | ? | -13%[87.6 µM]
O=C(Nc1ccc(Cl)cc1)C1CCN(C(=O)c2ncn3c2COC(c2ccc(F)cc2)C3)CC1 (centres undefined) | i | 7% | -1 | 22µM* | -27% | -7% | 3%
C[C@H]1CCCN1C(=O)c1nnc(COc2ccc(Cl)cc2)n1-c1ccccc1 | -5%[88.5 µM] | ? | -6 | -4%[172 µM] | 79µM* | 3.2µM* | ?
O=C(c1ccc(Cl)cc1)N1CCC2(CC1)C(=O)NCN2CCc1ccccc1 | 4% | 5% | -2 | . | -16% | -8% | -6%

Screening results: PubChem BioAssay, National Center for Advancing Translational Sciences (NCATS)
